Compound activity deposited in PubChem BioAssay by National Center for Advancing Translational Sciences (NCATS).
TCR activator: T cell receptor activation | primary human leukocytes, anti-CD3, IL-2 HTRF, 48 h | Potency, µM (highest dose often 9.22 µM), for the others: at the highest dose activation of IL-2 secretion, usual class: activators | 330,000 tested, under 10 active | AID 504894; further: % of control where 0% means no effect
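Using a-CD3 beads without co-stimulation, primary human leukocytes were exposed to compounds for 48 hr. An HTRF IL-2 kit measured the cytokine, with europium-to-d2 energy transfer producing emission at 665nm upon 320nm excitation.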
USP2a block: inhibitors of human ubiquitin-specific protease USP2a; USP2 core, Ub-CHOP2 coupled fluorogenic reporter, 485/531; Potency, µM (series often up to 38.3 µM), inactives show top-dose activity change, negative = inhibition, actives largely listed as inhibitors; 0.01% of 330,000 active; AID 463254;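 further: potency means the concentration at half of the fitted maximal effect; plate controls were DMSO wells for no effect and full inhibition by NEM control for full effect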
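Deubiquitinase activity read as fluorescence (485/531 nm) after Ub-CHOP2 cleavage activates the enterokinase reporter on its substrate; USP2 core 10nM, Ub-CHOP2 and substrate 25nM each, 30min compound preincubation then 60min RT; data normalized to NEM, curves fitted.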
ELG1 DNA repair: inhibitors of ELG1-dependent DNA repair in HEK293T cells. HEK293T ELG1-luciferase reporter, luminescence, 16 h; DNA damage induced by 5-fluorouridine. Potency, µM (top dose mostly 46.1 µM), for the others: at the highest dose activity change, negative = inhibition, actives largely listed as inhibitors. 2.3% of 330,000 active. AID 504467; further: potency means the concentration at half of the fitted maximal effect; on the % scale 0 is the no-effect control and ±100 the full control effect; nearly all actives have a fitted effect of over 55% in size
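Luminescence from the luciferase reporter, measured 30 min after ONE-Glo reagent at room temperature, was the read-out. Beforehand, 2,000 cells per well were exposed for 16 hr at 37 °C to 5-fluorouridine together with compound or vehicle.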
B2AR arrestin: beta2AR (human) beta-arrestin recruitment activity; beta-arrestin recruitment to beta2AR, cell-based reporter; AID 492947; 0.02% of 330,000 active; P07550; Potency, µM (top dose mostly 46.1 µM), for inactives: at the highest dose activation, usual class: activators;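 further: potency means the concentration at half of the fitted maximal effect; 0% = DMSO controls and full agonism = EC100 isoproterenol or metaproterenol; nearly all actives have a fitted effect of over 65% in size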
PTAP TSG101 blk: blocks PTAP/TSG101 interaction to inhibit HIV-1 budding; 340,000 tested, under 10 active; Fluorescence polarization, FITC-PTAP peptide / Tsg101 binding; AID 493005; Potency, µM (titrated, usually from 115 µM), for inactives: at the highest dose activity change, negative = inhibition, actives largely listed as inhibitors; active means well fitted inhibition curve with a large enough effect in the main read-out, with a control signal flat, not every such curve was filed as active; inconclusive means small, poorly fitted or top-dose-only effect, or effect the other way, or a change in a side signal; inactive means no such curve, though single readings can be large or run the other way; further: potency means the concentration at half of the fitted maximal effect; % of control where 0% means no effect
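Tsg101 binding domain (10 uM final) was mixed with compound and a FITC-labeled PTAP peptide (50 nM final) in HEPES pH 7.5 buffer with NaCl, Tween 20, EDTA and TCEP; fluorescence polarization was read after 20 min at r.t.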
Eya2 inh: inhibitors of human Eya2 phosphatase activity; O00167; recombinant Eya2, OMFP fluorescence dephosphorylation (OMFP is methylfluorescein phosphate); Potency, µM (series often up to 76.9 µM), inactives show top-dose activity, negative = inhibition, actives largely listed as inhibitors; 0.006% of 330,000 active; AID 488837; further: potency means the concentration at half of the fitted maximal effect; on the % scale 0 is the no-effect control and ±100 the full control effect
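Eya2 (0.2 uM) preincubated 10 min at ambient with compound, then OMFP substrate added at 50 uM; 10 min reaction in 50 mM HEPES pH 7.5, 50 mM NaCl, 5 uM MgCl2, 0.05% BSA, 1 mM DTT. Fluorescence read at Ex 485/Em 525 nm.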
Mito fusion act: mitochondrial division inhibition or fusion activation; S. cerevisiae fusion-defective mutant growth rescue, CellTiterGlo 48 h; Potency, µM (titrated, usually from 46.1 µM), without a hit: at the top dose growth rescue (activation), usual class: activators; 0.23% of 320,000 active; AID 485298;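 further: potency means the concentration at half of the fitted maximal effect; % of control where 0% means no effect; nearly all actives have a fitted effect of over 45% in size; temperature-sensitive fusion mutants such as fzo1-1 at 37 °C on non-fermentable ethanol glycerol medium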
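Luminescent cell viability in 1536-well qHTS format served as the measure of rescued growth in ts fusion-mutant S. cerevisiae cultured on non-fermentable YPEG for 48 hours at 37C.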
Chronic BCR inh: blocks chronic active B-cell receptor signaling; ABC-DLBCL IkBa-CBG/CBR reporter, luminescence ratio, 4 h; Potency, µM (series often up to 46.1 µM), for inactives: at the highest dose ratio change, negative = lower green/red ratio, hits mostly inhibitors; 0.05% of 340,000 active; AID 493014; active means well fitted inhibition curve with a large enough effect in the signal ratio, with a control signal flat, not every such curve was filed as active; inconclusive means small, poorly fitted or top-dose-only effect, or effect the other way, or a change in a side signal; the % refers to the signal ratio;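 further: potency means the concentration at half of the fitted maximal effect; plate controls were basal doxycycline-induced cells for no effect and cells given 10 µM MG132 for full effect; MG132 reads +100%, hits lower the ratio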
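Doxycycline induced both beetle luciferases in TMD8 lymphoma cells; IKK-driven degradation limits the IkappaBalpha-fused green signal, while red luminescence normalises for cell number and nonspecific effects. Compounds tested up to 46 uM, 4 hrs.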
uPA surface inh: blocks generation of uPA at the cell surface; Potency, µM (doses to about 38.3 µM), for the others: top-dose activity change, negative = inhibition, hits mostly inhibitors; cell surface uPA generation assay, qHTS; 0.31% of 330,000 active; active means well fitted inhibition curve with a large enough effect; inconclusive means small, poorly fitted or top-dose-only effect; inactive means no such curve, though single readings can be large or run the other way; tested in mouse RAW 264.7 cells; further: potency means the concentration at half of the fitted maximal effect; on the % scale 0 is the no-effect control and ±100 the full control effect; nearly all actives have a fitted effect of over 55% in size
TSHR antagonist: blocks TSH signaling through the human TSH receptor; P16473; activity change, negative = inhibition, % at 11.5 µM; 0.2% of 330,000 active; TSHR-expressing cells, TSH-stimulated cAMP HTRF, 2 h; stronger effect = lower value;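 active means activity change below a set negative limit, meaning inhibition stronger than a set level, cut at about -70% in these data; inconclusive means activity change between two set negative limits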; further: on the % scale 0 is the no-effect control and ±100 the full control effect
Target sequence (P16473 whole entry, looked up): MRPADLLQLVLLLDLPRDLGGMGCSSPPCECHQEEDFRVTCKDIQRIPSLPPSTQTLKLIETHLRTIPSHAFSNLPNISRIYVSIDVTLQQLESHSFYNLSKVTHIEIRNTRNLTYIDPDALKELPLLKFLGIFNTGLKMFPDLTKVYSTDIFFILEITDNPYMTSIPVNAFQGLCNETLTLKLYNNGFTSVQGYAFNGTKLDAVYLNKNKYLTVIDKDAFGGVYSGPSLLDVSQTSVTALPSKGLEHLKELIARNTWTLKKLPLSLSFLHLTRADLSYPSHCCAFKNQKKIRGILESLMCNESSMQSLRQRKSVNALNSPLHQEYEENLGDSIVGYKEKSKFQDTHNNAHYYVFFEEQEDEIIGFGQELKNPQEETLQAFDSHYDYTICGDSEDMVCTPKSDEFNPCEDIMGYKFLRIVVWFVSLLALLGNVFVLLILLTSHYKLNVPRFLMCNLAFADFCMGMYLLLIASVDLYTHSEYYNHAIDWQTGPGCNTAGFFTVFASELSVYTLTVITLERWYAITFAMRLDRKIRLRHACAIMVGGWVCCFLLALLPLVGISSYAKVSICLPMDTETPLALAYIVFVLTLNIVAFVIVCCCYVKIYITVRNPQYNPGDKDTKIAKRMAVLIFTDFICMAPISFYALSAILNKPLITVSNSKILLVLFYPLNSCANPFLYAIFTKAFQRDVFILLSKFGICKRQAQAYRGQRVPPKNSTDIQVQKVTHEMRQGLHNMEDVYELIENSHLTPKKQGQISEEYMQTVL
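Cell-based HTRF cAMP assay; TSHR cells + compound, TSH EC80 (4nM final), 2 h, 37 deg C. Lysis with anti-cAMP cryptate and cAMP-d2, 30 min RT, read 665/620 nm.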
Tb PFK block: blocks T. brucei phosphofructokinase; O15648; T. brucei PFK, ADP-Glo luminescence; Potency, µM (series often up to 57.5 µM), for the others: at the top dose activity, negative = inhibition, actives largely listed as inhibitors; 0.17% of 330,000 active; AID 485367;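 further: potency means the concentration at half of the fitted maximal effect; 0% = uninhibited 1x PFK enzyme wells and -100% = no-enzyme wells; nearly all actives have a fitted effect of over 60% in size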
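Activity is normalized to no-enzyme wells (full inhibition) and 1.25 nM enzyme wells (no inhibition). Reaction: 0.5 mM F6P, 0.1 mM ATP, 45 min RT, ADP-Glo luminescence; concentration-response curves fitted and classed by quality.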
Numbers without * were called inactive; ? = inconclusive; . = no result given; & = joins results of further samples; [ ] = dose if it differs, or a comment. Unless noted, the call rests on the fitted dose curve; in most records, active means well fitted curve in the direction sought with a large enough effect; inconclusive means small, poorly fitted or top-dose-only effect, or another doubt; inactive means no such curve, though single readings can be large; an effect the other way counts as inactive or inconclusive.

SMILES | TCR activator | USP2a block | ELG1 DNA repair | B2AR arrestin | PTAP TSG101 blk | Eya2 inh | Mito fusion act | Chronic BCR inh | uPA surface inh | TSHR antagonist | Tb PFK block
CCOc1ccc(N2C(=O)Nc3ccccc3C2(O)C(=O)N2CCN(c3ccccn3)CC2)cc1 (configuration not stated) | 7% | 11% | 7% | 0.2% | 2% | 18% | -5% | 0% | -8% | 4 | 0%
CCOC(=O)CSc1nnc(NC(=O)CN2CCCCC2)s1 | 15% | 5% | 8% | 0.1% | -6% | 13% | 8% | 1% | 1% | 2 | -2%
Cc1ccc(N(CC(=O)NCc2ccccc2)C(=O)CCC(=O)Nc2ccccn2)c(C)c1 | -4% | 0% | 1% | 0.5% | -2% | -3% | -3% | -4% | -3% | -16 | 4%
Cc1ccc2cn[nH]c2c1N | 1% | 0% | 7% | 0.1% | -2% | -10% | -10% | -12% | 2% | 4 | -3%
N/C(CSc1ccc(Cl)cc1)=N\S(=O)(=O)c1ccc(Cl)cc1 | 4% | 0% | 5% | 0.0% | -2% | -1% | 18% | ? | 0% | 3 | 6%
COc1ccc(N(CC(=O)N2CCC(C)CC2)S(=O)(=O)c2c(C)nn(C)c2C)cc1 | -1% | -1% | 3% | 0.4% | -2% | 3% | -1% | 3% | 7% | -1 | -1%
CN(C)NC(=O)c1ccsc1NC(=O)c1ccc(S(=O)(=O)N2CCCC2)cc1 | -21% | 0% | ? | 0.1% | -4% | 1% | 1% | 6% | -3% | -1 | -11%
OCC[C@@H]1C[C@H](O)[C@@H](O)[C@]2(CCc3ccccc3CO2)O1 | 11% | 4% | 5% | 0.1% | -1% | -4% | 1% | -18% | 12% | 0 | 0%
NC(=O)c1ccsc1NC(=O)COC(=O)Cc1c[nH]c2ccccc12 | -1% | 0% | ? | 0.5% | -3% | -19% | -3% | ? | -2% | -18 | 12%
O=c1ccc2cc(S(=O)(=O)Nc3ccc(F)cc3)ccc2o1 | -2% | 0% | -1% | -0.1% | -3% | -12% | 19% | -4% | 3% | -8 | 9%
COc1ccc(CCNC(=O)Cn2c(=O)n(-c3ccc(F)cc3F)c(=O)c3sccc32)cc1OC | -7% | 1% | ? | -0.2% | -4% | -3% | -1% | 0% | 1% | 0 | -3%
CC(=O)CC(C)(C)n1nnc(-c2ccccc2)n1 | 0% | 0% | 19% | 0.0% | -2% | 7% | -3% | 24% | -2% | 8 | 20%
Cc1ccc(-c2nnn(CCC(=O)NC3CCCC3)n2)cc1 | 1% | -4% | 0% | 0.0% | -6% | -14% | 4% | 3% | -1% | 15 | 1%
O=C(CCCCn1c(=O)[nH]c2ccccc2c1=O)NCCc1c[nH]c2ccccc12 | -2% | -1% | 7% | -2.3% | -6% | 4% | -3% | 2% | 19% | 2 | -2%
Cc1ccc(S(=O)(=O)NCc2ccco2)c(C)c1C | -1% | 0% | -9% | 2.8% | -3% | -1% | -6% | 1% | -4% | -32 | -1%
COc1cc(O)c2c(=O)c(-c3ccc(O[C@@H]4O[C@H](CO)[C@@H](O)[C@H](O)[C@H]4O)cc3)coc2c1 | 2% | -1% | ? | 0.1% | -1% | 2% | 12% | -7% | -8% | 7 | 0%
CCOC(=O)C1CCN(S(=O)(=O)c2ccc3c(ccn3C)c2)CC1 | 0% | 0% | 5% | 0.6% | -7% | -12% | 2% | 2% | -24% | 0 | -2%
CC(C)(C)c1ccccc1OCCCCCNCCO | 5% | 1% | 0% | -0.3% | -3% | -1% | -10% | ? | . | 8 | 3%
CCc1ccc(C2=CSC3=NCCN23)cc1 | 0% | 0% | 19% | 0.6% | -3% | 3% | -29% | -1% | 12% | -5 | 1%
CCC(=O)Nc1cnc(NC(=O)c2cccc(F)c2)cc1C | 1%[46.1 µM] | -12% | ? | -0.4% | -2% | -12% | -1% | ? | 3% | 1 | 1%
COc1cc(/C=N/NC(=O)C[n+]2ccccc2)cc(OC)c1OC(C)=O | 3% | 3% | 0% | -0.6% | -1% | -6% | -4% | ? | -4% | 1 | 3%
CC(C)CN(CC(C)C)c1nnc(NC(=O)Cn2c(=O)oc3ccccc32)s1 | 4% | -6% | 3% | -0.7% | -1% | -16% | -2% | 15% | 0% | 0 | -4%
CSCCC(NC(=O)COc1ccccc1)C(=O)OCCOc1ccc(Br)cc1 (configuration not stated) | 1% | -4% | 0% | -0.3% | -3% | -14% | 13% | -3% | -6% | 9 | -6%
CCCCCCCCCCCCCCCC[n+]1cccc(C(=O)N(CC)CC)c1 | -9% | ? | -6% | -2.0% | -2%&-14% | ? | -34%[inhibitor] | 5% | ? | 10 | 0%
O=c1c2ccccc2nnn1CCO | -1% | 1% | 1% | -0.4% | -1% | 11% | 1% | 2% | 3% | 6 | 1%
Cc1ccc(C)c(N2CCN(S(=O)(=O)c3cn(C)cn3)CC2)c1 | -4% | 0% | 6% | -0.1% | -1% | 1% | 29% | -22% | 2% | 5 | 1%
O=C(CNC(=O)Cc1ccccc1)NCC(=O)OCC(=O)c1ccc(F)cc1 | 6% | 1% | 17% | -0.7% | 0% | 5% | 0% | ? | . | 3 | -9%
CC1CN(C(=O)c2cc(-c3ccncc3)nc3ccccc23)CC(C)O1 (configuration not stated) | 0% | -1% | 1% | 0.1% | 4% | -8% | 1% | 1% | -8% | -14 | 0%
Cn1c(Cc2cccc3ccccc23)nnc1SCC(=O)N1CCN(c2cccc(Cl)c2)CC1 | -5% | 5% | 18µM* | -0.1% | -1% | 6% | 10% | -10% | -12% | -22 | -1%
COCCNC(=O)NC(=O)COC(=O)c1cc([N+](=O)[O-])ccc1Sc1nc(C)cs1 | -4% | -1% | -2% | -0.2% | -2% | 0% | -2% | 10% | 3% | -9 | 0%
O=C(Nc1nnc(-c2ccc3c(c2)CCCC3)o1)c1ccc(Cl)cc1Cl | 11% | -7% | 1% | -0.1% | 1% | -19% | ? | ? | ? | -21 | 1%
COc1ccc(NC(=O)C(C)N2C(=O)c3ccccc3S2(=O)=O)c(OC)c1 (configuration not stated) | 3% | 2% | ? | 0.2% | 4% | 25% | -7% | ? | ? | 0 | 2%
COc1ccc(OCC(=O)O/N=C(\N)c2ccc(OC)c(OC)c2)cc1 | -8% | 0% | -6% | -1.2% | -3% | -8% | -5% | 1% | 4% | 18 | -7%
CC(C)=C[C@@H]1C[C@H](C)[C@H]2CC[C@H](C)c3c(O[C@@H]4O[C@@H](C)[C@@H](O)[C@@H](O)[C@@H]4O)c(O)c(C)c1c32 | 0% | -30% | ? | 3.5% | -10% | -29% | . | 0% | 4% | 42 | -12%
Cc1ccc(Nc2nc(C)cc(C)n2)c(Br)c1 | -1% | -1% | ? | -1.0% | -1% | 0% | 7% | -6% | 0% | 11 | 1%
Cc1nonc1C(=O)N/N=C/c1ccccc1 | -7% | 2% | 16% | -0.6% | 1% | -3% | -1% | ? | 2% | -1 | -13%
Cc1ccc(C(C)NC(=O)c2cc3cc(Br)ccc3oc2=N)cc1 (configuration not stated) | 2% | 0% | -1% | 0.6% | 0% | -10% | 7% | -9% | 2% | -2 | -6%
O=C(O)C1CCN(S(=O)(=O)N2CCOCC2)CC1 | 7% | 0% | 3% | 0.2% | -2% | 11% | -2% | 1% | . | -8 | 1%
O=C(c1ccc2c3c(cccc13)CC2)C1CCCN(C(=O)c2ccc(=O)[nH]c2)C1 (configuration not stated) | -5% | -2% | -2% | -0.3% | -3% | -1% | 1% | -8% | . | 11 | 0%
Cn1c(Cn2c(=O)sc3ccccc32)nnc1SCC(=O)NCc1ccccc1Cl | -2%[46.1 µM] | 1% | 4% | -0.5% | -1% | -9% | 6% | 3% | 14% | 9 | 2%
COC(=O)c1nnn(CC(=O)NC(=O)Nc2ccc(F)cc2)c1C(=O)OC | -3% | 0% | 0% | 0.4% | -1% | -5% | -4% | -1% | -3% | -3 | 11%
COc1cc(OC)c(C(=O)N/N=C/c2ccoc2)cc1OC | -5% | 2% | -4% | -1.1% | -3% | 14% | 7% | -1% | -3% | 36 | 1%
O=C(COC(=O)c1cc2c(s1)CCC2)Nc1ccc(F)cc1 | 0%[46.1 µM] | 0% | -3% | -0.3% | -1% | 0% | 0% | -14% | -1% | -4 | 11µM*
